iPSC survival up: enhancers of single-cell hiPSC survival, primary screen, ATPlite luminescence; 360,000 tested, 0.044% active; 100% = ROCK inhibitor wells, 0% = DMSO; survival enhancement, % at 20 µM; in the data active = survival enhancement above about 18%;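 also: cells exposed to compounds for 16 hours before the ATP read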
TRPM1 prom inh: inhibitors of MITF-dependent TRPM1 promoter reporter, primary screen, cell-based, SK-MEL-5, single point, luciferase; SK-MEL-5 TRPM1 promoter luciferase, 24 h; inhibition, % at 12.5 µM; 330,000 tested, 0.83% active;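 active = mean inhibition across replicates of 60% or more, whatever share of single replicates reaches that level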; also: values of inactives mirror those of a sister screen read the other way
Peg3 prom inh: Peg3 promoter-driven luciferase inhibitors, primary screen, cell-based, HeLa, luciferase luminescence | AID 588405, 2011 | HeLa PEG-Prom luciferase reporter, overnight | inhibition, % at 20 µM | 360,000 tested, 1.7% active;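 active = inhibition of at least 50% at 20 µM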
Granule exo inh: LAMP-1 surface exposure blockers, TALL-104 cells – cell-based, flow cytometry, MLPCN library, primary screen; TALL-104 LAMP-1 surface exposure; cells stimulated with thapsigargin and PMA; inhibition, % at 10 µM; 360,000 tested, 0.66% active; AID 651702, 2012;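 active = inhibition above about 55%, limit read from the data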
Vif inh: HIV Vif self-association inhibitors, primary screen, imaging, HEK293T, single point. inhibition, % at 7.49 µM. AID 602346, 2012. HEK293T cells, Vif self-association by quenched fluorescence, 24 h. 340,000 tested, 0.35% active; in the data active = inhibition above about 50%, passing the limit was not always enough; also: some results filed as inactive read as strong as hits
NR2E3 ag-1: inhibitors of NR2E3-RetCOR corepressor binding, primary screen, NR2E3 agonist project, biochemical, TR-FRET, GST-NR2E3, biotin-RetCOR; AID 2300, 2010; 320,000 tested, 0.12% active; inhibition of corepressor binding, % at 4.78 µM; 1536-well; Photoreceptor-specific nuclear receptor (Homo sapiens), Q9Y5X4;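 active = percent inhibition above the cutoff of mean plus 3 SD of all tested compounds, set per screening campaign, cut at about 20% in these data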;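 also: 0% = DMSO wells and 100% = biotin wells as full block of FRET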
Target sequence (Q9Y5X4 whole entry, looked up): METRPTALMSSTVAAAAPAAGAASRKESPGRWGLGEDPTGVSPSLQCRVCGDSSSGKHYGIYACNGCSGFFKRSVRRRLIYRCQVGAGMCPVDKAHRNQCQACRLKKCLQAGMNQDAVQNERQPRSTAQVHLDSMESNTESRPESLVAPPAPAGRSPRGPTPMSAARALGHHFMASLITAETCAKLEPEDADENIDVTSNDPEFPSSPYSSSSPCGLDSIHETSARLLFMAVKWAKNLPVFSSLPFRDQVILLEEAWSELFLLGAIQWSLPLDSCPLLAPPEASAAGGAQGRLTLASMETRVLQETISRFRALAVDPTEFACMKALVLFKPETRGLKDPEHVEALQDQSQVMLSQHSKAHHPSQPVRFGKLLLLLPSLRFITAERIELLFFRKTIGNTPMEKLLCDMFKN
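System: GST-tagged NR2E3 plus biotinylated RetCOR corepressor; Buffer or medium: pH 7.5 Tris-based buffer; Probe or stimulus: RetCOR corepressor, biotinylated, 7 nM; Doses: compound at 4.8 µM, single dose; Schedule: 5 h incubation at 4 °C; Technique: time-resolved FRET; Evaluation: percent inhibition of TR-FRET ratio; Replication: one well per compound, singlicate testing.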
HIF-2a inh: HIF-2a reporter inhibitors, primary screen, luminescence, 786-0 RCC cells; 786-0 RCC cells HIF-2a reporter, luciferase luminescence, overnight; inhibition, % at 18.8 µM; 360,000 tested, 0.72% active; AID 624352, 2012;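 active = inhibition of the luminescence signal of 40% or more relative to plate controls, in a single-dose primary screen at 18.75 µM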
NR2E3 ag-2: NR2E3 agonists in two-hybrid cells, primary screen, cell-based, luminescence, CHO-S, Gal4-NCOR/VP16-NR2E3. 360,000 tested, 0.35% active. Photoreceptor-specific nuclear receptor (Homo sapiens), Q9Y5X4. AID 602229, 2012. inhibition of corepressor binding, % at 3.98 µM. luciferase;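 active = inhibition above the mean of all tested compounds plus 3 SD, cut at about 70% in these data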;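 also: 0% = DMSO with NR2E3 transfected cells and 100% = cells lacking NR2E3 construct; higher means lower luciferase signal from less NR2E3 corepressor binding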
aDG glyco up: activators of alpha-DG glycosylation, primary screen, uHTS, Pro5-aDG cells, AlphaScreen | alpha-DG glycosylation AlphaScreen (IIH6); 0% Pro5, 100% B10-LARGE cell signal | activation, % at 10 µM | 360,000 tested, 0.22% active;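 active = activation of at least 8% versus controls, or a plate z-score of at least 8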;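 also: Pro5 are CHO cells carrying HIG-tagged alpha-DG that lacks glycosylation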
CaV13 FRET inh: Primary screen for inhibitors of IQ motif and Ca2+-dependent inactivation inhibitor domain binding in CACNA1D, Förster resonance energy transfer in living cells, …; 340,000 tested, 0.098% active; HEK cells, CFP/YFP FRET ICDI-IQ, plate reader, 10 min; percent FRET-ratio fall versus neutral wells; inhibition, % at 12.3 µM;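 active = mean replicate inhibition of at least 30% and at least 1% of replicates passing that level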;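 also: 0% = median of the neutral control wells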
PDI turbidity: inhibitors of human PDI, primary screen, biochemical, turbidity, single point, plate reader; AID 588391, 2011; inhibition, % at 10 µM; 350,000 tested, 0.052% active; Protein disulfide-isomerase (Homo sapiens), P07237; PDI insulin aggregation turbidity, A650, 90 min;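 active = mean inhibition across replicates of 30% or more, whatever share of single replicates reach that level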;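 also: absorbance from insulin aggregation driven by PDI reduction with DTT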
Target sequence (P07237 whole entry, looked up): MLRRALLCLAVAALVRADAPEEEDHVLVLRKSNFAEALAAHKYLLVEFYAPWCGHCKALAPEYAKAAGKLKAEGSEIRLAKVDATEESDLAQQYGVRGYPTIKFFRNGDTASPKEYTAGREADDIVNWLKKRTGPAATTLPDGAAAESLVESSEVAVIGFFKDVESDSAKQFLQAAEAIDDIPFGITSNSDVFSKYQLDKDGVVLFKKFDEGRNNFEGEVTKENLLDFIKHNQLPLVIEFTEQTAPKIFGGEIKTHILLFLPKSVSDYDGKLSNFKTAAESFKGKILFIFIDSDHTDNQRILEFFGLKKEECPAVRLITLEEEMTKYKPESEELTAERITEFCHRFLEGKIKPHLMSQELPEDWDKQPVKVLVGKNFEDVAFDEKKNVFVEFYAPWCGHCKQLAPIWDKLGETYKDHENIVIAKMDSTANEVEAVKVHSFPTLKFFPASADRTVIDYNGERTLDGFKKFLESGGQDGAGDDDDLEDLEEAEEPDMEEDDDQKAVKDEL
* = called active by the depositor; / = no result given.

nr	Structure	iPSC survival up	TRPM1 prom inh	Peg3 prom inh	Granule exo inh	Vif inh	NR2E3 ag-1
1	COc1ccc(C(=O)c2ccc(N3CCOCC3)cc2)c(OC)c1	0.8	-14	-6	-3	8	1
2	COc1cc(C(=O)OCC(=O)NC23CC4CC(CC(C4)C2)C3)cc(OC)c1OC	0.1	2	-4	-1	0	/
3	Cc1ccc(-c2cnc(C3CC3)o2)cc1S(=O)(=O)Nc1ccccc1	0.0	17	30	38	-9	-1
4	CC(CNCc1ccc2c(c1)OCO2)NCc1ccc2c(c1)OCO2 (stereo unspecified)	0.1	-11	-9	1	-14	6
5	COc1ccc(OC)c(CNc2ccc3c(c2)CCC3)c1	0.3	-6	-38	38	-10	4
6	CCCCSc1nc(C)cc(SCC(=O)N/N=C/c2ccccc2)n1	-0.1	-5	29	8	-11	2
7	Cc1ccc(C2=NN(C(=O)CSc3nc(N)cc(N)n3)C(c3ccco3)C2)cc1 (stereo unspecified)	-2.1	5	9	-2	-3	9
8	CCOc1ccc(S(=O)(=O)NCC2(N3CCCCC3)CCCCC2)cc1	1.2	-8	-18	8	-6	/
9	CSc1nnc(-c2cc(-c3ccc(C)cc3)nc3ccccc23)o1	1.1	2	-5	2	3	-1
10	NC(=O)CSCc1nc2ccccc2s1	2.5	-8	-7	-5	0	3

nr	HIF-2a inh	NR2E3 ag-2	aDG glyco up	CaV13 FRET inh	PDI turbidity
1	-29	-7	0.2	-5	-4
2	7	-28	-0.2	-6	-2
3	3	-2	0.6	/	-1
4	18	-20	0.1	-3	/
5	-58	-10	-0.1	-1	6
6	12	-8	1.1	1	-6
7	25	-13	-0.2	-19	3
8	7	16	0.3	-7	21
9	-29	9	0.2	-3	0
10	-175	-35	0.0	-6	0

The list goes on:
nr	Structure	iPSC survival up	TRPM1 prom inh	Peg3 prom inh	Granule exo inh	Vif inh	NR2E3 ag-1
11	O=C(Cn1cnc2cc([N+](=O)[O-])ccc2c1=O)NC(=O)NCc1ccccc1	-0.4	2	16	-2	10	1
12	ClC(/C=N/n1cnnc1)=C/c1ccccc1	-0.4	30	38	-4	1	-3
13	COc1ccc(OCC(O)Cn2cnc(-c3ccc(Br)cc3)c2)cc1 (stereo unspecified)	-0.4	18	16	-1	13	1
14	COc1ccc(-c2nnc(SCC(=O)NCc3ccco3)n2C)cc1	1.5	13	-4	-8	-5	3
15	S=C(NCc1ccco1)N1CCN(c2nc(-c3ccccc3)cs2)CC1	-0.5	-1	-3	10	4	3
16	COc1cc(C(=S)N2CCC(C)CC2)ccc1O	12	1	0	-5	-4	2
17	c1ccc2c(c1)nc(NCC1CCCO1)c1nnnn12 (stereo unspecified)	0.3	/	-78	0	-1	0
18	CCc1ccccc1NC(=O)C1=CC(c2cccs2)=NS(=O)(=O)N1C	-1.3	/	12	-1	21	4
19	COc1ccc(SC[C@H](Cc2ccccc2)N2CC[C@@H](C)CCC2=O)cc1	-0.9	6	3	14	-9	3
20	CCCCc1nnc(NC(=O)c2ccc3[nH]c(=O)c(=O)[nH]c3c2)s1	0.2	7	-9	-1	-1	-1

nr	HIF-2a inh	NR2E3 ag-2	aDG glyco up	CaV13 FRET inh	PDI turbidity
11	10	-14	-0.1	-2	-5
12	14	-13	-0.3	-5	4
13	2	29	0.1	-2	4
14	9	-4	0.1	-4	-4
15	-24	5	0.2	/	-6
16	4	12	-0.1	-5	1
17	-90	-42	-0.1	-5	-2
18	22	-3	0.0	-7	/
19	2	8	0.5	-11	-3
20	11	-31	-0.4	-6	-7

The list goes on:
nr	Structure	iPSC survival up	TRPM1 prom inh	Peg3 prom inh	Granule exo inh	Vif inh	NR2E3 ag-1
21	CCOC(=O)c1ccc(CN(Cc2ccccc2)S(=O)(=O)c2cccc([N+](=O)[O-])c2)cc1	-3.4	-9	8	2	-3	1
22	N#Cc1c(NC(=O)CSc2nc(-c3ccco3)cc(C(F)(F)F)n2)sc2c1CCCC2	6.2	6	14	-1	/	3
23	COc1ccc(Cn2c(SCc3ccc(C)cc3)nc3cc(OC)c(OC)cc3c2=N)cc1Cl	-4.8	105*	99*	27	4	0
24	COc1ccc(C(=O)CSc2nnc(CNc3ccc(C)cc3C)o2)cc1	1.0	11	-3	-4	19	6
25	Clc1ccccc1CSc1ncn(-c2ccccc2)n1	-1.7	-60	-281	0	19	4
26	C=CCn1c(C(C)NC(=O)c2cccs2)n[nH]c1=S (stereo unspecified)	1.5	1	4	0	-2	3
27	CNC(=S)Nc1ccc(Nc2ccccc2)cc1	-0.6	-7	-67	-2	/	1
28	COCOCCn1cc(CN2CCS(=O)(=O)N(Cc3ccc(-c4ccc(C)cc4)cc3)C(C(C)C)C2=O)nn1 (stereo unspecified)	0.0	/	-18	2	-2	/
29	NC(=O)c1ccc(NS(=O)(=O)c2ccc3ccccc3c2)cc1	-0.1	/	0	-2	-11	2
30	CCOc1ccccc1N(CC(=O)NCc1ccco1)C(=O)CCC(=O)Nc1nccs1	0.0	2	1	-2	4	0

nr	HIF-2a inh	NR2E3 ag-2	aDG glyco up	CaV13 FRET inh	PDI turbidity
21	13	-22	0.2	-3	14
22	23	-16	0.1	-3	-5
23	91*	15	-0.8	-4	-3
24	-8	-71	0.0	-5	8
25	-288	-90	-0.1	-4	-3
26	11	-3	-0.2	-4	14
27	-126	-30	0.3	-3	-1
28	15	9	0.0	-6	5
29	12	21	0.0	-4	1
30	4	-13	0.0	-2	-2

Next part
nr	Structure	iPSC survival up	TRPM1 prom inh	Peg3 prom inh	Granule exo inh	Vif inh	NR2E3 ag-1
31	CC1(C)CC(=O)C(=Cc2cn(-c3ccccc3)nc2-c2ccc(Cl)cc2)C(=O)C1	-1.5	-12	33	21	-3	0
32	Cc1ccc(S(=O)(=O)N(C)C)cc1NC(=O)COC(=O)c1ccc2c(c1)OCCO2	0.4	11	4	0	-2	3
33	Cc1c(Cl)c([N+](=O)[O-])nn1CCCC(=O)NC1CCCCC1	0.3	9	3	-2	6	0
34	CCN(CC)C(=O)CSc1nnc(COc2ccccc2)n1CC	2.6	-4	-6	-4	-1	0
35	Cn1c(=O)[nH]c2c(Cl)nccc21	-0.4	-2	0	-1	16	2
36	CN(C(=O)c1ccc2c(c1)CCO2)C(C)(C)C	-0.5	/	0	-4	8	3
37	Cn1c(-c2ccc([N+](=O)[O-])cc2)nc2ccccc21	2.1	-34	-155	3	-8	0
38	CC(C)CCn1c(Br)nc2c1c(=O)n(CC(N)=O)c(=O)n2C	-0.2	12	3	-3	2	2
39	Cc1cccc(Oc2sc(C(=O)c3ccccc3)c(N)c2C#N)c1	7.9	3	42	22	-3	4
40	Cc1nc2n[nH]c(N)c2c2c1CCCC2	0.1	11	0	21	1	1

nr	HIF-2a inh	NR2E3 ag-2	aDG glyco up	CaV13 FRET inh	PDI turbidity
31	-59	-19	0.1	-6	1
32	14	13	-0.5	-6	3
33	8	-20	0.2	-16	8
34	21	-8	0.0	-3	-8
35	12	17	0.0	1	6
36	7	-30	0.0	-2	-4
37	-168	-11	-0.1	-5	5
38	0	-16	-0.1	-4	5
39	43*	1	0.1	-1	-13
40	16	-20	-0.1	-5	-3

Rewritten with each value named: entries from further up.
38: CC(C)CCn1c(Br)nc2c1c(=O)n(CC(N)=O)c(=O)n2C
  iPSC survival up: -0.2
  TRPM1 prom inh: 12
  Peg3 prom inh: 3
  Granule exo inh: -3
  Vif inh: 2
  NR2E3 ag-1: 2
  HIF-2a inh: 0
  NR2E3 ag-2: -16
  aDG glyco up: -0.1
  CaV13 FRET inh: -4
  PDI turbidity: 5

39: Cc1cccc(Oc2sc(C(=O)c3ccccc3)c(N)c2C#N)c1
  iPSC survival up: 7.9
  TRPM1 prom inh: 3
  Peg3 prom inh: 42
  Granule exo inh: 22
  Vif inh: -3
  NR2E3 ag-1: 4
  HIF-2a inh: 43*
  NR2E3 ag-2: 1
  aDG glyco up: 0.1
  CaV13 FRET inh: -1
  PDI turbidity: -13

Returning to the listing, starting 5 compounds before the break.
nr	Structure	iPSC survival up	TRPM1 prom inh	Peg3 prom inh	Granule exo inh	Vif inh	NR2E3 ag-1
36	CN(C(=O)c1ccc2c(c1)CCO2)C(C)(C)C	-0.5	/	0	-4	8	3
37	Cn1c(-c2ccc([N+](=O)[O-])cc2)nc2ccccc21	2.1	-34	-155	3	-8	0
38	CC(C)CCn1c(Br)nc2c1c(=O)n(CC(N)=O)c(=O)n2C	-0.2	12	3	-3	2	2
39	Cc1cccc(Oc2sc(C(=O)c3ccccc3)c(N)c2C#N)c1	7.9	3	42	22	-3	4
40	Cc1nc2n[nH]c(N)c2c2c1CCCC2	0.1	11	0	21	1	1
41	CC(=O)Oc1ccc(NC(=O)CSc2ccccc2)cc1	1.2	-54	-142	-1	/	2
42	Cn1cnnc1SCNC(=O)C(F)(F)F	0.3	1	10	-2	5	5
43	CCC(=O)c1ccc(OCC(O)CN2CCN(S(=O)(=O)c3ccc(NC(C)=O)cc3)CC2)cc1 (stereo unspecified)	-0.6	-3	23	6	0	7
44	C=CCN1C(=O)CSc2ccc(C(=O)N3CCC(C)CC3)cc21	-1.4	5	12	1	/	5
45	O=CN1Cc2ccccc2-c2ccccc2C1	-0.7	8	12	-6	26	/
46	CN1Cc2ccccc2N(CC(=O)NCc2ccccc2)C1=O	-0.5	5	9	1	5	0
47	Cc1ccc2nc(Cn3cc(C(F)(F)F)ccc3=O)cc(=O)n2c1	0.3	1	7	5	24	3
48	COc1ccc(N2CCN(C(=O)c3ccc(CSc4ccccc4)cc3)CC2)cc1	0.4	7	7	0	0	3
49	Cc1ccc(S(=O)(=O)N2[C@@H](c3ccc(F)cc3)C(C(=O)O)=CC[C@H]2c2cccc(C)c2)cc1	-1.9	-8	12	2	-4	0

nr	HIF-2a inh	NR2E3 ag-2	aDG glyco up	CaV13 FRET inh	PDI turbidity
36	7	-30	0.0	-2	-4
37	-168	-11	-0.1	-5	5
38	0	-16	-0.1	-4	5
39	43*	1	0.1	-1	-13
40	16	-20	-0.1	-5	-3
41	-169	-9	0.0	-7	5
42	-17	-5	0.0	/	4
43	18	-4	-0.1	-4	-6
44	-2	-2	0.0	-9	-1
45	14	8	0.0	-5	1
46	4	-11	0.2	-5	-5
47	2	6	-0.2	-2	-4
48	9	-33	-0.1	-4	5
49	8	15	0.0	-5	-4

Screens (PubChem BioAssay)

Rows were taken by chance. About 3.5% of those tested had a hit in this group.
